Mdm2-MdmX inh – disrupts the human Mdm2-MdmX interaction. O15151+Q00987. SaOS-2 split-luciferase Mdm2/MdmX complementation, luminescence. inhibition, % at 8 µM. hit rate 3% among 330,000. AID 485346;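 active means inhibition of at least 50% at 8 µM in the primary screen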
Target sequence (O15151 whole entry, looked up): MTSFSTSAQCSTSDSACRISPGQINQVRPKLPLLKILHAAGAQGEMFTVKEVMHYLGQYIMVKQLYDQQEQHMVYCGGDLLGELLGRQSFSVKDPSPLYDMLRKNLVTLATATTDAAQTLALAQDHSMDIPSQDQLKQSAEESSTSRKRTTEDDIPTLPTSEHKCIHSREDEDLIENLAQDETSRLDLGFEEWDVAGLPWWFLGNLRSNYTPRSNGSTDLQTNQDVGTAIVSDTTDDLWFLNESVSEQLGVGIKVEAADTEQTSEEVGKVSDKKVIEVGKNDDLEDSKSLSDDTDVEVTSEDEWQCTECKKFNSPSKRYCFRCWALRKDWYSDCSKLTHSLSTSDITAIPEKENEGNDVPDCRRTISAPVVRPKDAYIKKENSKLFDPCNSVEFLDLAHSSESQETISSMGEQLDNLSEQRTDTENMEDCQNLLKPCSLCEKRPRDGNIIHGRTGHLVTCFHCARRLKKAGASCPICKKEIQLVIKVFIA
Target sequence (Q00987 whole entry, looked up): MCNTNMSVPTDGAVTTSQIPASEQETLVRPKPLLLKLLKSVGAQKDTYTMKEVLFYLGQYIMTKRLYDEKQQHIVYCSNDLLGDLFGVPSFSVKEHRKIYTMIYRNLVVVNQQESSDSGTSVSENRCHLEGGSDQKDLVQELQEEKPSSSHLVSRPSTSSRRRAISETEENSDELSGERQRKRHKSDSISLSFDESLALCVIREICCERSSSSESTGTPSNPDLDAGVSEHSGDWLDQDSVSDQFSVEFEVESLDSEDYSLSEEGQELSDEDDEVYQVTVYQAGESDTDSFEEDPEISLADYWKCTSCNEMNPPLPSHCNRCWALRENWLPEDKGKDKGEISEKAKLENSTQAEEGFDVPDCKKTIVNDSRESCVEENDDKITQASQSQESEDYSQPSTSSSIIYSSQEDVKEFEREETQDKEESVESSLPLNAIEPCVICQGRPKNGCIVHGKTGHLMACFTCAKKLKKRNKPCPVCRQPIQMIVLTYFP
tim23-1 inh – tim23-1 yeast growth inhibition. S. cerevisiae tim23-1 growth, BacTiter-Glo luminescence, 24 h. inhibition, % at 20 µM. hit rate 1.3% among 330,000;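 active means growth inhibition of the mutant yeast at or above 50%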;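 further: temperature-sensitive mutant grown at 25 °C; plate controls were DMSO-treated mutant yeast for no effect and medium wells lacking yeast for full effect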
TIM10 inh – growth inhibitors of TIM10 yeast strain; hit rate 1.4% among 330,000; S. cerevisiae TIM10 strain growth, BacTiter-Glo luminescence, 24 h; inhibition, % at 10 µM;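 active means inhibition of 40% or more at the single tested concentration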;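 further: wild-type TIM10 isogenic control strain grown at permissive 25 °C; 0% = DMSO yeast wells and 100% = minimal medium wells without yeast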
tim10-1 inh – tim10-1 yeast growth inhibition; hit rate 2.2% among 330,000; inhibition, % at 20 µM; S. cerevisiae tim10-1 ts strain growth, BacTiter-Glo, 24 h; AID 463190;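 active means inhibition of at least 40%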;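 further: mutant grown at 25 °C; 0% = DMSO wells with yeast and 100% = wells holding no yeast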
XBP1 UPR activ – adaptive UPR (XBP1) activation; CHO-XBP1 luciferase reporter, IRE1-XBP1 UPR activation, luminescence; percent of tunicamycin response, DMSO as zero; activation, % at 20 µM; hit rate 0.33% among 330,000; AID 463104;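 active means versus positive control, 20 µM dose yields 30% or more activation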;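 further: 100% = tunicamycin at 10 µg/mL and 0% = DMSO only wells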
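Material: IRE1-XBP1 luciferase reporter CHO line / Quantity: one thousand reporter cells per well / Buffer or medium: F12 with 10% serum / Compound: 20 µM single concentration, DMSO 1% / Times: 6 h treatment, 37 °C / Detection: Steady-Glo luciferase glow luminescence, 10 min after reagent addition / Benchmarks: tunicamycin high, DMSO low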
697 NFkB inh – lowers PMA/ionomycin-induced NF-kB signal in 697 B cells; hit rate 0.33% among 330,000; inhibition, % at 4 µM; 697 B-cell NF-kB luciferase reporter, 16 h; in the data active means inhibition above about 35%
Jurkat NFkB inh – inhibitors of the PMA/ionomycin-induced NF-kB reporter in Jurkat cells | hit rate 0.53% among 330,000 | inhibition, % at 4 µM | PMA/ionomycin-induced NF-kB luciferase reporter, luminescence; in the data active means inhibition above about 50%
UPR CHOP act – activators of apoptotic arm of unfolded protein response (CHOP); CHO-CHOP luciferase reporter, UPR activation, luminescence; percent of tunicamycin response over DMSO baseline; activation, % at 10 µM; hit rate 0.34% among 330,000; AID 449763;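 active means at 10 µM dose, activation of 40% or more, normalized to positive control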;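 further: 100% = tunicamycin at 10 µg/mL and 0% = DMSO alone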
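Material: CHO-CHOP cells, stable luciferase reporter of PERK-eIF2a-CHOP signalling; quantity: 500 reporter cells seeded per well; buffer or medium: F12 medium containing 10% fetal bovine serum; compound: one dose, 10 µM in 0.5% DMSO; incubation: 6 h compound treatment, 37 °C; measured by: Steady-Glo luciferase luminescence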
* = called active by the depositor.

SMILES	Mdm2-MdmX inh	tim23-1 inh	TIM10 inh	tim10-1 inh	XBP1 UPR activ	697 NFkB inh	Jurkat NFkB inh	UPR CHOP act
COC(=O)C[C@H]1c2cc(F)ccc2S(=O)(=O)N1C(C)C	35	12	-9	5	3	9	15	1.8
CN1C(=O)C(C)(C)c2cc(S(=O)(=O)N3CCC(C(=O)Nc4ccc(Cl)cc4)CC3)ccc21	12	-7	-9	-8	0	10	8	-2.3
O=C(Nc1ccc(Cl)cc1)C1CCCCN1S(=O)(=O)c1ccccc1 (stereo not drawn)	15	40	37	13	-2	-10	-4	-0.1
COc1ccc(CNS(=O)(=O)c2cc3c(cc2C)N(C)CCO3)cc1	40	33	5	25	-2	-3	36	1.3
CC(=O)Cc1ccccc1OCC(=O)O	-7	6	-11	11	0	5	6	-0.2
COc1ccc(OC)c(NC(=O)COC(=O)c2cc3c(s2)CCC3)c1	1	-8	-12	15	0	-9	-18	-2.4
CN(Cc1ccccc1)S(=O)(=O)c1ccc(N2CCOCC2)nc1	11	-3	-26	-15	-2	-11	-9	1.4
Cc1ccc(N(CC(=O)NCc2ccccc2)S(=O)(=O)c2c(C)noc2C)cc1	14	5	14	-11	0	2	8	1.4
Cc1ccc(C)c(SCC(=O)NC2CCS(=O)(=O)C2)c1 (stereo not drawn)	8	2	-2	3	-1	-22	-7	-0.9
COc1cccc(C(=O)Nc2cc(C)ccc2NC(=O)COc2ccccc2)c1	-25	5	5	9	-3	14	8	1.1

6 entries picked at random from the list so far:
SMILES	Mdm2-MdmX inh	tim23-1 inh	TIM10 inh	tim10-1 inh	XBP1 UPR activ	697 NFkB inh	Jurkat NFkB inh	UPR CHOP act
CC(=O)Cc1ccccc1OCC(=O)O	-7	6	-11	11	0	5	6	-0.2
COC(=O)C[C@H]1c2cc(F)ccc2S(=O)(=O)N1C(C)C	35	12	-9	5	3	9	15	1.8
O=C(Nc1ccc(Cl)cc1)C1CCCCN1S(=O)(=O)c1ccccc1 (stereo not drawn)	15	40	37	13	-2	-10	-4	-0.1
CN(Cc1ccccc1)S(=O)(=O)c1ccc(N2CCOCC2)nc1	11	-3	-26	-15	-2	-11	-9	1.4
Cc1ccc(N(CC(=O)NCc2ccccc2)S(=O)(=O)c2c(C)noc2C)cc1	14	5	14	-11	0	2	8	1.4
COc1cccc(C(=O)Nc2cc(C)ccc2NC(=O)COc2ccccc2)c1	-25	5	5	9	-3	14	8	1.1

Next structures follow.
SMILES	Mdm2-MdmX inh	tim23-1 inh	TIM10 inh	tim10-1 inh	XBP1 UPR activ	697 NFkB inh	Jurkat NFkB inh	UPR CHOP act
O=C(c1ccc(F)cc1)C1CCN(C(=S)Nc2ccc(F)cc2)CC1	7	31	4	1	-6	-43	2	-0.8
CN(C(=O)CCN1C(=O)/C(=C/c2ccccc2F)SC1=S)C1CCS(=O)(=O)C1 (stereo not drawn)	25	-8	11	7	-4	-2	14	0.8
O=C(CCl)c1ccc(Cc2ncc(C(F)(F)F)cc2Cl)s1	45	52*	21	29	8	6	-20	169*
C=CC(=O)NC(NC(=O)C=C)c1ccccc1F	3	11	-17	4	0	6	4	1.4
COC(=O)c1c(-c2ccc(C(C)(C)C)cc2)csc1NC(=O)C1C2CCC(O2)C1C(=O)O (stereo not drawn)	9	12	22	18	-3	-12	1	-1.2
Cc1ccc(Cl)c(OC(=O)Cn2cnc3c2c(=O)n(C)c(=O)n3C)c1	6	-9	-17	-5	-4	-4	-7	-2.2
O=C(NC(=S)Nc1ccc(S(=O)(=O)Nc2nccs2)cc1)c1ccccc1F	5	-6	-8	12	1	8	11	-1.2
Fc1ccc(-c2[nH]ncc2CN(CC2CCC2)CC2CCCO2)c(F)c1 (stereo not drawn)	6	19	-9	12	2	-1	-2	-0.8
N#CCCn1c(SCC(=O)NCCc2ccc(F)cc2)nc2ccccc21	12	15	-17	12	-4	11	-9	-4.4
COc1ccc(-n2nc(C(=O)NCC(=O)N3CCN(c4ccccc4F)CC3)c3ccccc3c2=O)cc1OC	28	24	9	34	-2	-53	-44	3.8
CSCCCN1CC[C@@H](N2CCN(c3ccccc3F)CC2)[C@H](O)C1	8	-7	-33	-13	-1	18	0	-0.2
O=S(=O)(NCC1CCC(NS(=O)(=O)c2c(F)cccc2F)CC1)c1ccc2c(c1)OCCO2 (stereo not drawn)	5	14	2	3	0	-7	-16	0.6
Cc1cc(C)[n+](-c2ccc(Oc3ccccc3)c(S(=O)(=O)[O-])c2)[nH]1	-9	9	11	7	1	6	-1	-1.9
O=[N+]([O-])c1cccc(S(=O)(=O)NCC2CC3CCC2C3)c1 (stereo not drawn)	12	39	5	37	-3	-7	7	0.0
Cc1cccc(-c2nsc(SCC(=O)Nc3cc(C)on3)n2)c1	5	21	13	3	3	-44	-62	3.8
COc1ccc(C(C)=O)cc1CSc1nncn1-c1ccccc1	18	10	-5	-9	-3	6	8	-1.9
CCC1CCCCN1Cc1ccc(OC)c(C)c1 (stereo not drawn)	5	16	-15	-18	-3	1	-4	0.5
O=C(NCCc1c[nH]c2ccccc12)C1Cc2ccccc2CN1C(=O)c1ccco1 (stereo not drawn)	4	12	-2	28	2	-1	-16	3.0
COc1ccc(-c2csc(N(CCCN3CCOCC3)C(=O)CCl)n2)cc1	6	13	-8	7	-2	11	-3	0.4
Cc1noc(C)c1S(=O)(=O)N1Cc2ccccc2CC1C(=O)N(C)C (stereo not drawn)	15	-3	3	17	-2	10	4	-1.3
O=C(O)c1ccc(NC(=S)NC2CCCCC2)cc1	5	20	3	12	1	-18	8	0.3
COc1ccccc1S(=O)(=O)N1CCN(S(=O)(=O)c2cccs2)CC1	-16	8	-4	-5	5	0	1	0.0
COc1ccc(Br)cc1/C(C)=N/NC1=NCCN1	23	1	-3	-6	-3	-29	67*	-0.8
CCCc1cc(=O)[nH]c(SCc2ccc(Cl)cc2)n1	-25	34	13	15	2	14	-6	4.3
O=C(Cn1nc(-c2ccc(F)cc2)ccc1=O)Nc1ccc2c(c1)OCCO2	10	0	-25	-4	-4	10	2	0.0
O=C(c1cc(Cl)nc2ccccc12)N1CCN(S(=O)(=O)c2cccc(F)c2)CC1	-8	15	10	1	-3	18	12	-0.1
Cc1cn2c(N)c(C=C3C=C(Cl)C(=O)C(Cl)=C3)c(=O)nc2s1	1	-1	-7	-18	1	-7	-12	-0.5
C/C(=N\OC(=O)NC1CCCCC1)c1sc(-c2ccccc2)nc1C	-13	-3	22	36	-1	-127	-77	-0.3
CC1(C)Cc2c(sc3c2C2=NCCN2C=N3)CO1	5	-7	-1	-4	0	21	-4	-0.4
COc1cc(/C=C2\SC(=S)N(CCC(=O)Nc3ccc(O)cc3)C2=O)cc(OC)c1OC	92*	0	13	0	-7	-19	-1	0.9
Cc1ccc(NC(=O)c2ccc(C)c(S(=O)(=O)N3CCOCC3)c2)nc1	0	20	3	5	1	-2	-17	2.4
COc1ccc(CNC(=O)CCn2c(=O)oc3ccccc32)cc1	3	3	-4	11	-2	7	7	1.1
O=C(Nc1cccnc1)c1ccccc1Cl	23	7	3	-3	-3	9	11	1.4
CC(C)c1ccccc1OCCNC(=S)NC(=O)c1cccnc1	-11	49	45*	37	2	-36	9	-1.3
COc1ccc(CNCC2COc3ccccc3O2)cc1 (stereo not drawn)	-26	9	-7	13	4	-8	-15	0.8
Cc1ccc(S(=O)(=O)NNC(=O)c2cc3cc4ccccc4nc3s2)cc1	21	10	4	8	0	2	10	2.0
COc1ccc([N+](=O)[O-])cc1NC(=O)C1CCCNC1=O (stereo not drawn)	-15	10	-5	11	-3	-8	-20	1.6
CCOC(=O)C1(C)Oc2ccc(S(=O)(=O)CC)cc2NC1=O (stereo not drawn)	24	5	-27	11	-1	10	-6	-0.4
CCOc1ccccc1C(=O)Nc1nnc(Cc2ccc(OC)c(OC)c2)s1	34	7	3	8	2	6	12	1.2
CN(C(=O)COC(=O)c1cc(S(=O)(=O)N2CCCCC2)ccc1N1CCOCC1)C1CCS(=O)(=O)C1 (stereo not drawn)	19	-13	7	14	0	2	9	0.0
COC(=O)c1ccc(CN2CCc3ccccc32)cc1	12	11	-12	17	-2	10	-2	3.1
COc1ccccc1N1CCN(C(=O)CCS(=O)(=O)c2ccc3c(c2)oc(=O)n3C)CC1	18	-4	-5	-1	-8	13	-12	0.1
O=C(COc1cccc2ccccc12)NCc1cccnc1	-14	6	-3	-19	-5	14	-3	0.2
CCN(CC)CCOC(=O)c1ccccc1Br	-2	6	-3	2	-4	3	-13	-1.6
Cc1nc(/N=C\c2ccc(N(C)C)cc2)sc1C	9	-4	-5	-21	3	7	-3	-0.5
O=C1C=C(c2ccccc2)C[C@H](c2cccs2)[C@H]1n1cnc([N+](=O)[O-])c1	1	10	31	24	1	15	11	1.5
CC(NC(=O)c1cc(Br)ccc1Br)c1ccccc1 (stereo not drawn)	12	5	3	22	-1	21	0	-1.1
O=C(Nc1cccc(Cl)c1)Nc1cc(S(=O)(=O)N2CCCCC2)ccc1Cl	89*	12	13	31	16	-37	-17	15
CC(C)CCOP(=O)(c1ccc(N(C)C)cc1)C(O)c1ccc(N(C)C)cc1 (stereo not drawn)	13	25	26	21	-1	-6	14	-1.3
COc1ccccc1N1CCN(C(CNC(=O)c2ccc3c(c2)OCO3)c2cccnc2)CC1 (stereo not drawn)	-1	9	0	6	-1	-19	23	0.7
Later entries:
SMILES	Mdm2-MdmX inh	tim23-1 inh	TIM10 inh	tim10-1 inh	XBP1 UPR activ	697 NFkB inh	Jurkat NFkB inh	UPR CHOP act
COc1ccc(CNC(=O)CN2C(=O)CSc3ccc(S(=O)(=O)N4CCOCC4)cc32)c(OC)c1	3	-27	10	0	-3	2	-11	-0.2
Cc1sc2nc(C(C)C)nc(SCC(=O)NC3CC3)c2c1C	26	26	-16	9	3	9	17	1.4
CC(C(=O)NC(C)(C)C)N(C(=O)CS(=O)CC(=O)Nc1ccc(F)cc1)C1CCCC1 (stereo not drawn)	14	2	9	-17	-8	5	0	2.3
COc1cccc(N=NC2C(=O)N(C(N)=S)N=C2C)c1 (stereo not drawn)	12	22	10	24	5	-46	-11	6.1
C=CCO/N=C(/C)c1ccc(Oc2cnccn2)cc1	3	-7	9	15	0	0	-1	2.7
COc1cc(OC)cc(C(=O)N2CCN=C2SCc2cccnc2)c1	21	18	19	21	-5	-8	6	1.8
Cc1cccc(NC(=S)NC2CC3CCC(C2)N3Cc2ccco2)c1 (stereo not drawn)	19	-15	-7	-10	-1	1	-7	2.7
Cc1ccc(NC(=O)CCN2C(=O)C3C4CCC(C4)C3C2=O)cc1[N+](=O)[O-] (stereo not drawn)	-1	10	1	23	-8	12	3	-1.8
COC(=O)CN1C(=O)C(O)(CC(=O)c2ccccc2)c2ccccc21 (stereo not drawn)	-5	5	5	8	-3	8	7	-1.2
CCc1ccc(-c2cc(C)no2)cc1S(=O)(=O)N1CCN(c2cccc(C)c2C)CC1	32	-4	0	7	-6	-51	9	-1.6
CCCN1CCN(C(=O)c2ccc(Sc3ccc(C)cc3)c(NC(C)=O)c2)CC1	-18	0	-4	7	-2	-4	4	-1.4
Cc1nnc(SC(C)C(=O)Nc2ccc(Cl)cc2Cl)[nH]c1=O (stereo not drawn)	8	3	-1	-14	-1	-9	-4	1.2
Cc1cccc(C)c1OCCCn1ccnc1	20	-2	-10	2	-3	-5	-9	1.1
CCCCOc1ccc(C(=O)Nc2ccc(CN3CCOCC3)cc2)cc1	-14	19	-46	-46	-6	-32	10	2.4
CNC(=O)COC(=O)c1ccc([N+](=O)[O-])cc1Cl	10	25	2	23	-1	-5	-8	0.4
